# 14-3-3g Raf: modulators of human 14-3-3 gamma - Raf peptide interaction | P61981 | FP, 14-3-3gamma / TMR-pS259-Raf peptide binding | inhibition, % at 40 µM | 160,000 tested, 0.19% active | AID 422; in the data active = inhibition above about 30%;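 also: 0% = protein plus tracer without compound and 100% = blank with tracer alone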
# Target sequence (P61981 whole entry, looked up): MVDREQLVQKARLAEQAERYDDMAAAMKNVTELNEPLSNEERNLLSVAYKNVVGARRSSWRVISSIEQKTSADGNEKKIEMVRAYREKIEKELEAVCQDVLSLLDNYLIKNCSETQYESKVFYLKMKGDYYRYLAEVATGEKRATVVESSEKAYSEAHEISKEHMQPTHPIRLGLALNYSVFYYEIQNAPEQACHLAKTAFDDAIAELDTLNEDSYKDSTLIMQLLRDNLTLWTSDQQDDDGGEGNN
# The depositor's hits bear a star; & = joins results of further samples. Some of the compounds tested; rates above refer to the full screens.
molecule | 14-3-3g Raf
Cc1cccc(CCNC(=O)c2ccc(CS(=O)(=O)c3ccc(Cl)cc3)o2)c1 | 2
COCC1=C(C(=O)OC)C(c2cc(Br)ccc2OC)n2ncnc2N1 (stereo not drawn) | 3
Cn1c(=N)n(CC(=O)O)c2ccccc21 | -2
CN1C(=O)c2ccccc2C(C(=O)Nc2cccc(C#N)c2)C1c1cn(C)c2ccccc12 (stereo not drawn) | -2
C#CCN1C(=O)C(O)(c2c(C)[nH]c3ccccc23)c2ccccc21 (stereo not drawn) | 4
COCCCNC(=O)C1c2ccccc2C(=O)N(C)C1c1ccc(OC)cc1 (stereo not drawn) | 3
COc1ccc(-c2cc(C(=O)Nc3ccccc3C)c3ccccc3n2)cc1 | -2
O=c1oc2ccccc2cc1-c1nc(-c2ccccc2)c2cc(Cl)ccc2n1 | 6
O=C1Nc2ccc(S(=O)(=O)Nc3cc4sc(=O)oc4c4ccccc34)c3cccc1c23 | -32
CN1C(=O)c2cccc(N(C)C)c2C1=O | -3
Cc1ccc2c(c1)NC(c1ccc(C)o1)C1=C(CC(c3ccccc3)CC1=O)N2 (stereo not drawn) | -6
O=C(O)C1CC=CCC1C(=O)NC12CC3CC(CC(C3)C1)C2 (stereo not drawn) | 5
COc1ccc(NC(=O)c2ccccc2NC(=O)c2ccco2)c(OC)c1 | -4
CN(C)CCCNc1oc(-c2ccc(Cl)cc2)nc1C#N | -1
O=C(Cn1cc2c(n1)CCCC2)NCCCN1CCN(C2CCCCC2)CC1 | -4
O=C(Nc1c2c(nn1-c1cccc(Cl)c1)CSC2)C12CC3CC(CC(C3)C1)C2 | 5
Cc1ccc2cccc(OCc3ccccc3)c2n1 | -5
CCn1cc(C(C)NC(=O)COc2ccc(Cl)cc2C)c(C)n1 (stereo not drawn) | 1
COc1ccc2c(C)nc(Nc3nc(C)c(C)c(C)n3)nc2c1 | -24
CCc1ccc(CNC(=O)CN2C(=O)CSc3ccc(S(=O)(=O)N4CCOCC4)cc32)cc1 | -3
O=C(CSc1nc2ccccc2[nH]1)Nc1nc2c(s1)CCCC2 | 2
Cn1c(OCc2cccnc2)nc2c1c(=O)n(Cc1ccc(Br)cc1)c(=O)n2C | 0&3
O=S1(=O)C=CC(Nc2cccc(Cl)c2)C1 (stereo not drawn) | 5
CC(c1cccs1)N(C(=O)Nc1ccccc1)C1CCCCC1 (stereo not drawn) | -8
Cc1cc(N2CCN(C3CCCC3)CC2)n2ncc(-c3ccccc3)c2n1 | -19

# A run of entries from the list above:
molecule | 14-3-3g Raf
CC(c1cccs1)N(C(=O)Nc1ccccc1)C1CCCCC1 (stereo not drawn) | -8
Cc1cc(N2CCN(C3CCCC3)CC2)n2ncc(-c3ccccc3)c2n1 | -19

# The listing picks up, repeating the six entries before the break.
molecule | 14-3-3g Raf
CCc1ccc(CNC(=O)CN2C(=O)CSc3ccc(S(=O)(=O)N4CCOCC4)cc32)cc1 | -3
O=C(CSc1nc2ccccc2[nH]1)Nc1nc2c(s1)CCCC2 | 2
Cn1c(OCc2cccnc2)nc2c1c(=O)n(Cc1ccc(Br)cc1)c(=O)n2C | 0&3
O=S1(=O)C=CC(Nc2cccc(Cl)c2)C1 (stereo not drawn) | 5
CC(c1cccs1)N(C(=O)Nc1ccccc1)C1CCCCC1 (stereo not drawn) | -8
Cc1cc(N2CCN(C3CCCC3)CC2)n2ncc(-c3ccccc3)c2n1 | -19
O=C(NCc1ccco1)Nc1ccc(Br)cc1Cl | -10
CCC(CCC(=O)Nc1cccc(C(=O)O)c1)C(=O)O (stereo not drawn) | -8
O=C(Nc1nccs1)C1CC2c3ccccc3C1c1ccccc12 (stereo not drawn) | 0
COc1ccc(C2=CSC3=NCCN23)cc1 | 6
CCC(C(=O)N1CCN(c2cccc(Cl)c2)CC1)c1ccccc1 (stereo not drawn) | -20
COc1ccc(CNC(=O)c2c(O)c3ccccc3n(C)c2=O)cc1 | 0
N#Cc1c(NC(=O)COc2ccc(Cl)cc2)sc2c1CCCC2 | -17
Cc1oc(C(=O)O)cc1COc1ccc2c(C)c(C)c(=O)oc2c1 | 0
CCOC(=O)c1c(NC(=O)c2csc3c2CCCC3)sc2c1CCCC2 | 5
CSc1cccc(Nc2cc(C(=O)NC3CCCC3)c3ccccc3n2)c1 | 8
O=C(NCc1ccco1)c1cc(-c2ccncc2)nc2ccccc12 | 2
Cc1cccc(N=C2NC(=O)CS2)c1C | -19
CC1(C)N=C(N)NC(Nc2ccc(Cl)cc2)=N1 | -6
COc1cccc(C=Nc2ccc3oc(-c4cccc(Br)c4)nc3c2)c1O | -56
CCCCC(c1nnnn1C1CCCC1)N1CCN(C2CCCCC2)CC1 (stereo not drawn) | 5
COc1cc(C2NC(=O)N(C)C(C)=C2C(=O)OCCc2ccccc2)cc(Br)c1O (stereo not drawn) | -4
COc1ccc(C2CCCN2C(=O)Nc2ccc(F)cc2)cc1OC (stereo not drawn) | -1
CN(C)c1ccc(CNC2CC(C)(C)NC(C)(C)C2)cc1 | -5
COc1nc(-c2ccc(Cl)cc2)nc2ccccc12 | 1
COc1ccc(N=Cc2cc(I)cc(C)c2O)cc1Cl | -86
CC12CCC(C(=O)Nc3cccc(NC(=O)C45CCC(C)(C(=O)O4)C5(C)C)n3)(OC1=O)C2(C)C | -16
COc1ccc(CSc2n[nH]c(C)n2)cc1Cl | 0
CN1CCN(C(=O)c2ccc(N(Cc3ccccc3Cl)S(C)(=O)=O)cc2)CC1 | -7
COCC(C)NCc1ccccc1C (stereo not drawn) | -4
CCn1cc(SCC(=O)Nc2cc(C)on2)c2ccccc21 | 2&-1
COc1ccc(OC)c(CNC(=O)C2CCCN(C(=O)N(C)C)C2)c1 (stereo not drawn) | -3
COc1cc(OC)cc(-n2nc(C(=O)N3CCC(C)CC3)c3ccccc3c2=O)c1 | -22
COc1ccc(C(=O)Nc2cccc(-c3nc4ncccc4o3)c2C)cc1Cl | 0
Cc1cc(C)c2c(c1)[nH]c1nnc(SCC(=O)Nc3ccc(Cl)cc3)nc12 | -9
CCN1C2=C(C(=O)CCC2)C(c2cc(Br)c(OC)c(OC)c2)C2=C1CCCC2=O | -5
Clc1ccc(CN2CCC(N3CCN(c4ccccc4)CC3)CC2)cc1 | 0
Cc1occc1C(=O)Nc1nnc(C(F)(F)F)s1 | 4
COc1ccc(CCN2C(=O)CC(C(=O)Nc3ccc(I)cc3)SC2=Nc2ccc(F)cc2)cc1 (stereo not drawn) | 7
CC1(C)CC(=O)c2sc(NC(=O)c3cccc(C(F)(F)F)c3)nc2C1 | -4
CCc1cc2c(=O)c(Oc3ccccc3F)c(C)oc2c(CN(C)C)c1O | -4
Cc1cc(NC(=O)c2cc(-c3ccccn3)nc3ccccc23)no1 | 0
CCC1=NN(C(=O)c2cccc(OC)c2)C(O)(c2ccc(Br)cc2)C1 (stereo not drawn) | 2
Cc1cc(NC(=O)c2cc3n(n2)C(C(F)(F)F)CC(C2CC2)N3)no1 (stereo not drawn) | -5
Cc1ccc(N2C(=O)c3ccc(N)cc3C2=O)cc1C | 6&-3
CCCN(CCC)S(=O)(=O)c1ccc(C(=O)Nc2nnc(-c3cc(OC)cc(OC)c3)o2)cc1 | -8
Cc1ccc([C@@H]2C3COCC=C3C(C#N)=C(N)C2(C#N)C#N)o1 (stereo partly drawn) | -6
O=C1C(=O)N(c2nccs2)C(c2ccccc2)/C1=C(\O)c1ccc(Br)cc1 (stereo not drawn) | -12
CCCOC(=O)c1cccc(NC(=O)COc2ccccc2Br)c1 | 2
CC1NC2(C(=O)N(Cc3ccccc3)c3ccccc32)C2C(=O)N(c3ccccc3)C(=O)C12 (stereo not drawn) | -3
CCn1c(C)nc2c1C(=O)c1ccccc1C2=O | -5
CSc1ccc(-c2nc3c(C)cccn3c2NC2CCCCC2)cc1 | 4
CCCCN(CC)S(=O)(=O)c1ccc(C(=O)Nc2nnc(CSC)o2)cc1 | 8
CCSc1nc2c(c(=O)[nH]1)C1(CCCC1)Cc1ccccc1-2 | -10
COc1cccc(NC2(c3nnnn3-c3ccccc3C)CCCC2)c1 | -8
CCN(C(=O)Cc1c(C(=O)O)[nH]c2ccc(Cl)cc12)c1cccc(C(F)(F)F)c1 | -12

# Continued:
molecule | 14-3-3g Raf
CCn1ncc(Cl)c1C(=O)NC(C)c1ccccc1 (stereo not drawn) | -1
O=C1C2C3C=CC(C3)C2C(=O)N1c1n[nH]c(CCc2ccccc2)n1 (stereo not drawn) | -1
CCOC(=O)CSc1ccc2nnc(-c3cccs3)n2n1 | -5
C=C(C)Cn1c(SCC(=O)OCC)nc2c(c1=O)C1(CCCCC1)Cc1ccccc1-2 | 3
COc1cc2nc(-c3ccc(Oc4cccc(-c5nc6cc(OC)c(OC)cc6c(=O)o5)c4)cc3)oc(=O)c2cc1OC | 5
CC1(C)CC(N2CCC(=O)NC2=S)CC(C)(C)N1 | 2
O=C(Oc1ccc(C2NC(=O)c3c(sc4c3CCCC4)N2)cc1)c1ccccc1 (stereo not drawn) | -6
Cc1cc2c(c(=O)[nH]1)C(=O)OC2=Cc1cccs1 | -36
O=C(Nc1ccc(Nc2ccccc2)cc1)C1CC1 | -7
CCCOC(=O)CSc1ncnc2sc(C)c(C)c12 | -18
O=C1C2C3C=CC(C3)C2C(=O)N1c1ccc(O)cc1 (stereo not drawn) | -5
CN1CCCC(OC(=O)COc2ccccc2)C1 (stereo not drawn) | -1
COc1ccc(NC(=O)C2=C(C)NC(=S)NC2c2ccc(C(C)C)cc2)c(OC)c1 (stereo not drawn) | 6
COC(=O)C1C(=O)C2=C(CC1C)NC(=O)CC2c1ccc(O)c(OC)c1 (stereo not drawn) | -4
Cc1cc(C)cc(OCC(=O)NCc2ccncc2)c1 | 3
Cn1c(=O)n(CCCOc2ccc(Br)cc2)c2ccccc21 | 2
CCOC(=O)CSc1cc(C)nc(NC(C)=O)n1 | -12
CCOC(=O)c1ccc(CN(Cc2ccc(F)cc2)S(=O)(=O)c2cccc(Cl)c2)cc1 | 4
CCc1ccc(S(=O)(=O)N2CCSC2c2ccc3c4c(cccc24)CC3)cc1 (stereo not drawn) | 7
COc1ccc(C2CC(=O)c3c([nH]c(C(=O)OCC4CCCCC4)c3C)C2)cc1 (stereo not drawn) | 4
Clc1ccc(-c2noc(-c3cccs3)n2)cc1 | -7
CCCC(=O)Nc1c(C)nn(C(=O)CCC)c1C | -9
O=C(Cc1cccs1)Nc1cccnc1 | -16
COc1ccc(CNC(=O)[C@H](C)NC(=O)C2CCN(S(=O)(=O)c3ccc(C)cc3)CC2)cc1 | -3
COc1cccc(C2/C(=C(/O)c3cnn(-c4ccccc4)c3C)C(=O)C(=O)N2CCN(C)C)c1 (stereo not drawn) | 6
O=C(Nc1cccc(C(F)(F)F)c1)C(=O)Nc1cccc(C(F)(F)F)c1 | -10
Cc1ccc(OCCOCCn2c(-c3ccc(Cl)cc3)nc3ccccc3c2=O)cc1 | -9
CN(C1CCCCC1)S(=O)(=O)Cc1ccccc1 | -6
O=C(N1CCN(c2ccccc2)CC1)C12CC3CC(CC(C3)C1)C2 | -16
O=C(CSc1nnnn1-c1ccc2c(c1)OCCO2)N1CCc2ccccc21 | -3
CC(C)NS(=O)(=O)c1ccc(CCC(=O)N2CCOCC2)cc1 | 1
CSc1cccc(-n2cc(-c3ccccc3)[nH]c2=O)c1 | -30
CC1=C(C(=O)OCCC(C)C)C(c2cc3c(cc2Br)OCO3)NC(=O)N1 (stereo not drawn) | 1
Cc1ccc(S(=O)(=O)N2CCC(C(=O)Nc3ccccc3)CC2)cc1 | 1
O=c1c2cc(Br)ccc2[nH]c(=S)n1Cc1cccnc1 | -5
O=C(NCc1ccccc1)NC(=O)c1ccccc1 | -1
Nc1cc(OC(=O)c2ccc(F)cc2)nn1S(=O)(=O)c1ccc(F)cc1 | -13
CCCCNC(=O)c1cnn2c(C)c(Cc3ccccc3)c(C)nc12 | -10
Nc1ccccc1OCCOCCOCCOc1ccccc1N | -13
O=C(OCc1c(Cl)cccc1Cl)c1cccnc1 | -10
Cc1cccc2oc(-c3cc(N=Cc4ccc(Cl)cc4)ccc3O)nc12 | -6
COc1cc2nc(SCc3cccc([N+](=O)[O-])c3)n(Cc3ccco3)c(=O)c2cc1OC | -3
COC(=O)c1c(NC(=O)COc2ccc([N+](=O)[O-])cc2)sc2c1CCC2 | -69
O=C(CN1CCN(Cc2ccccc2)CC1)c1ccc(Br)cc1 | -6
COc1ccc(OC)c(NC(=O)CCS(=O)(=O)c2ccc(Cl)cc2)c1 | -14
CCc1ccccc1NC(=O)c1nn2c(c1Cl)NC(c1cccs1)CC2C(F)(F)F (stereo not drawn) | -3
CCOC(=O)N1CCC(n2c(=S)[nH]c3cc(OC)c(OC)cc3c2=O)CC1 | 3
COc1ccc(N2CCN(CC(O)COc3ccccc3C(C)(C)C)CC2)cc1 (stereo not drawn) | -1
O=C(c1ccc(F)cc1)N(Cc1ccccc1)c1cccc([N+](=O)[O-])c1 | -8
COc1cc(SC)ccc1C(=O)Nc1nc2ccc(S(C)(=O)=O)cc2s1 | -42

# (list continues)
molecule | 14-3-3g Raf
O=C(O)C1C2CCC(C2)C1C(=O)Nc1nc(-c2cccs2)cs1 (stereo not drawn) | -10
O=c1[nH]c2cc3c(cc2cc1CN(CCCO)Cc1nnnn1Cc1ccc(F)cc1)OCO3 | 2
O=C(NCCc1ccc(Cl)cc1)c1cc(-c2ccccc2)nc2ccccc12 | 5
Cc1ccccc1C(=O)Nc1cccc(-c2nnc(SCC(=O)O)n2C)c1 | -4
Cc1cc(N2CCCCC2)nc2ccc([N+](=O)[O-])cc12 | -3
COC(=O)c1ccc(CSc2nnnn2-c2ccccc2)o1 | -2
CN(Cc1ccccc1)C(=O)c1cc2c(=O)oc3ccccc3c2s1 | -5
CCCC(=O)c1ccc(N2CCN(C(=O)CC)CC2)c(F)c1 | 3
Cc1c(C(=O)N2CCN(S(C)(=O)=O)CC2)oc2ccccc12 | -4
Cn1c(CSc2nc3ccccc3n2C)nc2ccccc21 | -5
